Screens as filed in PubChem BioAssay.
Akt phos inh: blocks phosphorylation of Akt | Neuro2A IGF-stimulated pAkt S473 HTRF, 20 min; stronger effect = lower value | activity change, % for hits at 50 µM | 360,000 tested, 0.32% active; in the data active = activity change below about -80%; inconclusive = mostly about -51% to -80%; also: % is scaled to controls: 0 for no effect and ±100 for the full control effect
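Neuro2A cells in DMEM with 0.5% FBS, overnight at 37 deg C, given compound at single 50 µM final, then IGF (6 nM final) for 20 min at 37 deg C. Lysed; phospho-Akt Ser473 by HTRF after 24 h, 665/615 ratio.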
FUS yeast rescue: rescues growth of FUS-expressing yeast; S. cerevisiae FUS-expressing, growth rescue, OD600, 24 h; Potency, µM (doses to about 76.6 µM), inactives show at the top dose growth rescue (activation), hits mostly activators; 390,000 tested, 0.24% active; AID 1347120;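 also: potency is read from the fitted curve at half-maximal effect; plate controls were DMSO vehicle for no effect and reference control for full effect; nearly all actives have a fitted effect of over 55% in size; some results filed as inactive show a strong effect at the top dose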
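Quantitative HTS measuring growth restoration of FUS-toxic yeast. Galactose-induced cells (OD 0.005) were exposed 24hr at 30C to compounds at several concentrations, then absorbance at 600 nm was recorded.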
PTHR1 agonist: PTHR1 (human) receptor agonism | Q03431 | HEK293 GP2 PTHR1 cells, GloSensor cAMP luminescence, 1 h | Potency, µM (series often up to 115 µM), for the others: at the top dose activation, actives largely listed as activators | 410,000 tested, 0.075% active; also: potency is read from the fitted curve at half-maximal effect; nearly all actives have a fitted effect of over 55% in size; some results filed as inactive show a strong effect at the top dose; inactives centre near -15; many of its hits are not listed in these tables
Target sequence (Q03431 whole entry, looked up): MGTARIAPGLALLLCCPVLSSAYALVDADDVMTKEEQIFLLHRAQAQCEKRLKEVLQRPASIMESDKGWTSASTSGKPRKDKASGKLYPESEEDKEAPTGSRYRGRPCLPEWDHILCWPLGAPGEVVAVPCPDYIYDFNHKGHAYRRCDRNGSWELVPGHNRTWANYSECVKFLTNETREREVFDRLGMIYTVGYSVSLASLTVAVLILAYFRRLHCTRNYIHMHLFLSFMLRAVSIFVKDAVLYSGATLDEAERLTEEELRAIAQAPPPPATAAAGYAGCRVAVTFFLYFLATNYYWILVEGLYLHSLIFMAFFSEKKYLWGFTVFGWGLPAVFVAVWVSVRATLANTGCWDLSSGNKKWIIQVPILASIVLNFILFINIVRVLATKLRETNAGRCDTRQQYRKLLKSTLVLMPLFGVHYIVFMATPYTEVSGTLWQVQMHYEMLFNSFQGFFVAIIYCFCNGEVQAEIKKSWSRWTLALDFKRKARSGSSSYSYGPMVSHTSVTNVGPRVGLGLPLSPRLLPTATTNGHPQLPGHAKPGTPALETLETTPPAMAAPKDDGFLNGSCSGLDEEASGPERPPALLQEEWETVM
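HEK-293-derived GP2 cells expressing PTHR1 and a GloSensor cAMP reporter, 3,000/well, plated overnight, given luciferin plus IBMX (each 0.5 mM as added) for 1 h at 37 °C, then compound for 1 h at 37 °C. Luminescence was read after 15 min at room temperature.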
TDP-43 yeast inh: inhibitors of TDP-43 toxicity in yeast | Potency, µM (top dose mostly 46.1 µM), inactives show at the highest dose growth rescue (activation), usual class: activators | TDP-43 expressing yeast growth rescue, BacTiter-Glo, 24 h | 410,000 tested, 1.8% active; also: potency is read from the fitted curve at half-maximal effect; % of control where 0% means no effect; nearly all actives have a fitted effect of over 50% in size
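Readout is BacTiter-Glo luminescence of cell growth, so inhibitors register as activators. TDP-43-expressing yeast at OD600=0.02 in galactose medium, after raffinose pregrowth to mid-log, were incubated with compound for 24 hr at 30 deg C.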
Abeta yeast res: compounds reversing amyloid beta toxicity in yeast | yeast expressing A-beta42, growth rescue, OD600, 48 h; response scale: 0% DMSO, 100% iron-clioquinol control | Potency, µM (series often up to 46.1 µM), for inactives: top-dose growth rescue, actives largely listed as activators | 410,000 tested, 0.063% active | AID 1347071; also: potency is read from the fitted curve at half-maximal effect; nearly all actives have a fitted effect of over 55% in size
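Yeast A-beta toxicity model in growth medium with pinned compounds, 48 h at 30 C; growth read as absorbance at 600 nm. Normalized to FeCl3/clioquinol equimolar mix (positive) and DMSO (negative).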
aSyn yeast inh: inhibitors of alpha-synuclein toxicity in yeast. Yeast expressing alpha-synuclein, growth rescue, BacTiter-Glo, 24 h. AID 652106. 370,000 tested, 0.14% active. Potency, µM (top dose mostly 46.1 µM), for inactives: at the top dose growth rescue (activation), most hits filed as activators; also: potency is read from the fitted curve at half-maximal effect; % of control where 0% means no effect; nearly all actives have a fitted effect of over 65% in size
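Galactose-induced alpha-syn yeast (OD600=0.02, raffinose-pregrown) + pinned cpd, 24 hr, 30 deg C; growth by BacTiter-Glo luminescence. Growth restoration scores as activation.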
GLP1R ag: GLP-1 receptor (human) agonism; AID 624172; HEK293 GLP-1R CRE-luciferase, luminescence, 4-6 h; cells express a hypersensitive GLP-1R form; P43220; Potency, µM (series often up to 45.6 µM), for the others: at the top dose activation, usual class: activators; 380,000 tested, 0.007% active; also: potency is read from the fitted curve at half-maximal effect; % of control where 0% means no effect
Target sequence (P43220 whole entry, looked up): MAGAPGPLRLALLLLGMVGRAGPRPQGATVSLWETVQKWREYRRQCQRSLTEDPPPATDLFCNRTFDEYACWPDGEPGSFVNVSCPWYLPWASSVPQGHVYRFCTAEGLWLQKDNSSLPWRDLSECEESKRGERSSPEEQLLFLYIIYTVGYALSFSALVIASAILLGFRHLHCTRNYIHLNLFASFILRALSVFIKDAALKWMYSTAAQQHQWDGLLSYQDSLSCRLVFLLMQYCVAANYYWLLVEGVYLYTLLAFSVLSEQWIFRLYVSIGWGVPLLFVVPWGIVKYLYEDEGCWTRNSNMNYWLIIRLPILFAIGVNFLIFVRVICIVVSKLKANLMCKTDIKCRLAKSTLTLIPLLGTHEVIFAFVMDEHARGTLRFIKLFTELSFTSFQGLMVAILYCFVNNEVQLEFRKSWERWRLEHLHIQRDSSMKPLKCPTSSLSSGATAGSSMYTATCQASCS
GLP1R inv ag: GLP-1 receptor (human) inverse agonism. P43220. HEK293 GLP-1R CRE-luciferase, luminescence, 24 h; GLP-1R form is constitutively active. Potency, µM (highest dose often 38.3 µM), without a hit: at the top dose activity change, negative = inhibition, actives largely listed as inhibitors. 410,000 tested, 1.6% active. AID 624417; also: potency is read from the fitted curve at half-maximal effect; % is scaled to controls: 0 for no effect and ±100 for the full control effect; nearly all actives have a fitted effect of over 55% in size
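Seeding at 200 cells/uL, 12 h culture, 24 hr compound treatment, then luciferase reagent and a luminescence read; cells are HEK293 stably expressing a constitutively active GLP-1R plus cAMP-responsive luciferase.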
DRD3 antagonist: D3 dopamine receptor (human) antagonism | P35462 | D3R cells, DiscoveRx beta-arrestin luminescence, antagonist mode; stronger effect = lower value | max response, negative = inhibition, % | 360,000 tested, 2.5% active; in the data active = max response below about -50%; inconclusive = no clear call, values can overlap the other calls; also: % is scaled to controls: 0 for no effect and ±100 for the full control effect; mostly tested at two doses, the higher about 12 µM
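Cells expressing the human receptor were seeded at 1500 cells/well, incubated overnight at 37 degrees C in 5% CO2, then exposed to library compounds with dopamine controls for 90 minutes at 37 degrees C before luminescent detection.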
* = called active by the depositor; i = inactive; ? = inconclusive; . = no result given; [ ] = another dose, or the depositor's remark. Unless noted, calls follow the shape of the dose curve; as a rule, active = well fitted curve in the direction sought with a large enough effect; inconclusive = small, poorly fitted or top-dose-only effect, or another doubt; inactive = no such curve, though single readings can be large; an effect the other way counts as inactive or inconclusive. Only part of the results is shown; count on the stated rates, not on these rows.

SMILES	Akt phos inh	FUS yeast rescue	PTHR1 agonist	TDP-43 yeast inh	Abeta yeast res	aSyn yeast inh	GLP1R ag	GLP1R inv ag	DRD3 antagonist
CCC(=O)Nc1ccccc1Oc1ccccc1	i	9%	i	4%	-8%	-12%	0%	-3%	17
Cc1[nH]c2ccccc2c1/C=N/NC(=O)c1cccc(S(=O)(=O)Nc2ccccc2Cl)c1	i	37%	-38%[inhibitor]	-1%	12%	1%	-16%	-27%	-7
CC1CCCC(NC(=O)CN(C)CC(=O)Nc2cccc(F)c2)C1C (configuration not stated)	i	6%	-21%	-3%	5%	0%	-5%	?	-15
Cc1ccc(S(=O)(=O)CCC(=O)OCC(=O)Nc2cc(F)ccc2C)cc1	i	-9%	22%	-27%	6%	2%	-6%	-2%	20
Cn1cncc1C#Cc1c(-c2ccsc2)sc2ccccc12	i	?	-18%	-71%[inhibitor]	-33%[inhibitor]	-18%	?	-15%	67
NC(=O)Cn1c(=O)n(CCC(=O)Nc2ccc(F)cc2)c(=O)c2sccc21	i	7%	i	5%	-2%	-1%	6%	?	2
CC1(C)CC(Nc2ccc(Nc3ccccc3)cc2)CC(C)(C)N1	i	-2%	i	15%	-11%	17%	-7%	?	-14
CC(C)NS(=O)(=O)c1ccc(CCC(=O)NCc2ccco2)cc1	i	15%	i	0%	-2%	3%	-9%	7%	8
COc1cc2c(cc1OC)-c1cc3ccc4c(c3c[n+]1CC2)OCO4	i	9%	-21%	-7%	-16%	-10%	-3%	1%	?
Oc1ccc(Cl)cc1CNCc1ccc(F)cc1	i	-15%	i	3%	5%	-3%	1%	-29%	-81*
Cc1c(Cl)cccc1-n1nc(C)c2c(C(=O)NCc3ccccc3)cc(C3CC3)nc21	.	-10%	i	0%[9.22 µM]	-10%	.	.	5%	.
C=CCOc1ccc(/C=C/C(=O)OCC(=O)NCc2cccc(OC)c2)cc1	i	.	i	-1%	2%	-4%	1%	-20%	6
COc1ccc(OC)c(CCNC(=O)c2sc3nc4n(c(=O)c3c2C)CCCC4)c1	.	30%	-25%	?	-10%	.	.	21%	.
CN(C)CCCNC(=O)/C(=C/c1ccc(-c2ccc([N+](=O)[O-])cc2)o1)NC(=O)c1ccccc1	i	9%	?	3%	-16%	-1%	-4%	?	-11
Cc1ccccc1C(=O)NCCCNC(=O)c1ccccc1C	i	3%	-24%	-10%	-16%	-5%	6%	-3%	-6
COc1cccc(CNC(=O)C(Cc2ccccc2)NS(=O)(=O)c2ccc3c(c2)CCN3C(C)=O)c1 (configuration not stated)	.	14%	i	18%	5%	.	.	13%	.
O=[N+]([O-])c1cccc2c(N3CCOCC3)ccnc12	i	-36%	-10%	0%	1%	-1%	12%	2%	29
CCCCN1C(=O)C(O)(c2ccccc2)c2cc(Br)ccc21 (configuration not stated)	i	-4%	-10%	13%	24%	?	15%	13µM*	-4
CCc1ccc(C2CC3C(CN2S(=O)(=O)c2ccc(C)cc2)[C@@H](O)C[C@@H](c2ccc(CC)cc2)N3S(=O)(=O)c2ccc(C)cc2)cc1 (some centres not stated)	i	?	-22%	24%	1%	1%	.	?	15
NC(=O)c1ccc(C(F)(F)F)n(Cc2ccc(Cl)cc2)c1=O	i	-1%	-29%	8%	12%	12%	2%	1%	11
CN(Cc1cn(Cc2ccc(C(F)(F)F)cc2)nn1)C1CN(Cc2cn(Cc3ccc(C(F)(F)F)cc3)nn2)S(=O)(=O)C1 (configuration not stated)	i	?	-86%[inhibitor]	21%	2%	5%	0%	?	0
Cc1cc(-c2n[nH]c(=S)n2/N=C/C=C/c2ccco2)n[nH]1	i	10%	i	-2%	-17%	-3%	0%	2%	-16
COc1cc(C(=O)NCC(=O)N/N=C(/C)c2cccs2)cc(OC)c1OC	i	.	-5%	-3%	7%	1%	-1%	16%	8
CCCC1(C(=O)OCC)NC(c2ccc(OC)cc2OC)C2C(=O)N(c3ccc4c(c3)OCCO4)C(=O)C21 (configuration not stated)	i	11%	i	18%	23%	1%	-15%	0%	4
Cc1cccc(NC(=O)CN2C(=O)CCS(=O)(=O)c3ccccc32)c1C	i	-31%	-17%	-10%	-13%	-1%	2%	5%	-2
CCN(CC)CC(=O)c1ccc(-c2ccccc2)cc1	.	33%	0%[57.5 µM]	-6%	-96%[inhibitor]	5%	-23%	0%	-22
CCN(CC(=O)NC(=O)NCc1ccccc1)Cc1ccccc1	i	1%	i	-1%	4%	5%	11%	?	1
Cc1ccc(C(=O)NCCCn2ccnc2)o1	i	-8%	i	-8%	-1%	2%	9%	-10%	-6
CC(C)(C)NC(=O)C(c1ccc(O)cc1)N(Cc1ccco1)C(=O)CCC(=O)Nc1ccccn1 (configuration not stated)	i	24%	i	-21%	-2%	1%	1%	12%	14
COc1ccc(CCNC(=O)C2CCN(Cc3nc(-c4ccc(OC)c(OC)c4)oc3C)CC2)cc1OC	.	11%	-28%	8%	-8%	.	.	17%	.

Looked up above.
`COc1ccc(CCNC(=O)C2CCN(Cc3nc(-c4ccc(OC)c(OC)c4)oc3C)CC2)cc1OC` – Abeta yeast res = -8%
`COc1cccc(CNC(=O)C(Cc2ccccc2)NS(=O)(=O)c2ccc3c(c2)CCN3C(C)=O)c1` (configuration not stated) – TDP-43 yeast inh = 18%

The listing continues:
SMILES	Akt phos inh	FUS yeast rescue	PTHR1 agonist	TDP-43 yeast inh	Abeta yeast res	aSyn yeast inh	GLP1R ag	GLP1R inv ag	DRD3 antagonist
COC(=O)C1=CN(Cc2cccs2)C=C(C(=O)OC)C1c1ccc(OC)cc1OC	i	35%	i	9%	3%	1%	11%	-18%	4
CN(C)c1nc(OCCNC(=O)Nc2ccccc2)nc(N2CCCCC2)n1	i	21%	-10%	-1%	-1%	7%	8%	3%[0.307 µM]	-15
COc1ccc([N+](=O)[O-])cc1NC(=O)CSc1nccc(C)n1	i	.	-5%	9%	-11%	-2%	4%	23%	-8
O=Cc1ccc(OC(=O)/C=C/c2ccccc2)cc1	i	-33%	-1%	18µM*	-1%	25%	-3%	17%	0
CC(NC(=O)CCNC(=O)c1ccccc1Cl)c1ccc(-n2ccnc2)cc1 (configuration not stated)	i	12%	i	16%	16%	-2%	-5%	6%	-59*
Cc1coc(=N)n1CC(=O)c1ccc(Cl)cc1	i	17%	i	10%	-1%	6%	2%	1%	-4
Cc1cccc(N=C2NC(=O)/C(=C/c3cccn3C)S2)c1C	i	-2%	i	-1%	-11%	0%	10%	?	-18
CC(C)c1ccc(NC(=O)c2cc3c(s2)-c2ccccc2SC3)cc1	.	14%	i	16%	-5%	.	.	?	.
O=C(O)CCCN1C(=O)/C(=C\C(Cl)=C\c2ccccc2)SC1=S	i	?	-19%	12%	3%	24%	-4%	34%[activator]	?
CN(C)/C=N/c1cc(=O)[nH]c(=O)n1CC1CC1	i	-20%	i	10%	7%	-1%	0%	25%	-13
COC(=O)C1=C(CS(=O)(=O)c2ccc(C)cc2C)NC(=O)NC1c1ccc(C)cc1 (configuration not stated)	.	-12%	-15%	0%	-18%	.	-2%	?	.
COc1ccc(C(=O)Nc2cc(-c3ccccc3)nn2-c2ccccc2)cc1	.	42%	i	?	0%	.	.	?	.
COc1ccccc1CNC(=O)C(Cc1ccccc1)NS(=O)(=O)c1ccc2c(c1)CCN2C(C)=O (configuration not stated)	.	?	-39%[inhibitor]	0%	7%	.	.	2%	.
CCN(CC)CCN(C(=O)c1ccc2c(c1)CCCC2)c1nc2ccc(C)cc2s1	i	?	-29%	-34%	-6%	-11%	-10%	?	-51*
CCCCCOc1ccc(N2C(=O)CC(N(O)c3ccccc3)C2=O)cc1 (configuration not stated)	i	18%	i	5%	9%	0%	1%	-4%	?
COc1ccc(NC(=O)CCN2CCCCC2)cc1	i	-6%	?	-21%	5%	-1%	0%	-7%	-29
CC(=O)Nc1ccc(C=CC=Cc2cccc([N+](=O)[O-])c2)cc1	i	.	-30%	14µM*	11%	-52%[inhibitor]	-1%	51%[activator]	35
CSCC[C@H](NC(=O)c1cccc(S(=O)(=O)N2CCN(C)CC2)c1)c1nc2ccccc2[nH]1	i	1%	-4%	-8%	1%	6%	9%	12%	5
O=C(Nc1ccc(N2CCCCC2)cc1)c1cc(S(=O)(=O)N2CCOCC2)ccc1F	i	14%	-14%	26%	1%	-2%	3%	?	5
Cc1ccc2nsnc2c1S(=O)(=O)N1CCN(C(=O)C2CCCO2)CC1 (configuration not stated)	i	15%	-3%[57.5 µM]	?	6%	22µM*	6%	7%	6
COc1ccc(N2CCN(CC(=O)NCc3ccc(Cl)cc3)CC2)cc1	i	1%	-37%[inhibitor]	16%	-7%	4%	9%	-45%	4
N/C(=N\OC(=O)c1ccccc1F)c1ccc([N+](=O)[O-])cc1	i	-1%	i	?	-1%	1%	0%	5%	10
CC(=O)c1cccc(N(CC(=O)NCC2CCCO2)C(=O)CCC(=O)Nc2cc(C)on2)c1 (configuration not stated)	i	13%	i	-4%	-5%	-3%	-9%	10%	21
COc1ccc(/C=C/C(=O)NC(=S)Nc2ccccn2)cc1	i	1%	i	26%	6%	4%	5%	12%	9
O=c1c2[nH]c3ccc(Cl)cc3c2ncn1CCN1CCCCC1	i	-11%	-17%[57.5 µM]	-2%	16%	3%	-16%	1%	1
CC(=O)Nc1nc(C)nc(-c2ccccc2)c1C(C)=O	i	3%	i	-5%	6%	1%	-7%	29%	9
Cc1cccc(N2C(=O)CC(SC(=Nc3ccccc3)Nc3ccccc3)C2=O)c1 (configuration not stated)	.	25%	i	0%	0%	-1%	-19%	?	-22
